High-throughput results deposited in PubChem BioAssay by National Center for Advancing Translational Sciences (NCATS).
Mito fusion act – blocks mitochondrial division or promotes mitochondrial fusion | S. cerevisiae fusion-defective mutant growth rescue, CellTiterGlo 48 h | Potency, µM (doses to about 46.1 µM), for inactives: at the top dose growth rescue (activation), hits mostly activators | 0.23% of 320,000 active;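 note: potency is the fitted concentration of half-maximal effect; % of control where 0% means no effect; nearly all actives have a fitted effect of over 45% in size; temperature-sensitive fusion mutants such as fzo1-1 at 37 °C on non-fermentable ethanol glycerol medium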
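Yeast fusion mutant, YPEG (non-fermentable carbon), compound, 48 h at 37C non-permissive; CellTiterGlo added, 10 min RT, luminescence read. Rescued growth = division inhibition.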
ELG1 repair inh – inhibitors of ELG1-dependent DNA repair in HEK293T cells | HEK293T ELG1-luciferase reporter, luminescence, 16 h; DNA damage induced by 5-fluorouridine | Potency, µM (doses to about 46.1 µM), for the others: at the top dose activity change, negative = inhibition, most hits filed as inhibitors | 2.3% of 330,000 active | AID 504467; note: potency is the fitted concentration of half-maximal effect; % is set by controls: 0 for no effect and ±100 for the full control effect; nearly all actives have a fitted effect of over 55% in size
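Reporter activity after DNA damage by 5-fluorouridine is monitored. Compound-treated cells incubate 16 hr at 37 °C, then ONE-Glo is added for 30 min before luminescence reading.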
AT treatment – potential ataxia-telangiectasia treatment; 0.19% of 320,000 active; AID 485349; Potency, µM (highest dose often 57.5 µM), for the others: at the highest dose activation, hits mostly activators; […] A-T fibroblasts, KAP-1 phosphorylation AlphaLISA; neocarzinostatin DNA damage 30 min before lysis; note: potency is the fitted concentration of half-maximal effect; % of control where 0% means no effect; nearly all actives have a fitted effect of over 45% in size
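ATM-like activity read as KAP-1 phosphorylation via AlphaLISA donor/acceptor antibody pairs after lysis and 6 hr at 25C. Cells were ATM-null patient fibroblasts ([…], hTERT), dosed 60 min, then exposed to the DSB inducer NCS for 30 min.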
TSHR antag – blocks TSH signaling through the human TSH receptor | TSHR-expressing cells, TSH-stimulated cAMP HTRF, 2 h; stronger effect = lower value | activity change, negative = inhibition, % at 11.5 µM | P16473 | 0.2% of 330,000 active;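 active = activity change below a set negative limit, meaning inhibition stronger than a set level, cut at about -70% in these data; inconclusive = activity change between two set negative limits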; note: % is set by controls: 0 for no effect and ±100 for the full control effect
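Freshly harvested TSHR cells receive pin-tooled compound, then EC80 TSH at 4nM final. After 2 hours at 37 deg C, antibody in lysis buffer and cAMP-d2 are added; 30 minutes at ambient temperature precede the HTRF read.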
KCNH2 3.1 inh – blocks the human KCNH2 3.1 channel isoform; U2OS KCNH2 3.1, thallium flux FluxOr; stronger effect = lower value; activity change, % (tested at about 1.8 µM); 0.95% of 340,000 active; AID 720553;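 active = maximum activity change below -70%; inconclusive = maximum activity change from -70% to -50%; inactive = maximum activity change above -50%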;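 note: thallium influx rate constant from kinetic fluorescence after stimulation buffer; % is set by controls: 0 for no effect and ±100 for the full control effect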
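Steps: virus added to U2OS suspension (4 h, RT, dark); medium with 10% FBS added, cells plated, 37 C overnight; FluxOr/Red40 loading buffer 45 min RT; stimulation buffer, 2 min kinetic read; rate constant normalized.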
TCR act – activates T cell receptor signaling. 330,000 tested, under 10 active. primary human leukocytes, anti-CD3, IL-2 HTRF, 48 h. Potency, µM (series often up to 9.22 µM), inactives show at the top dose activation of IL-2 secretion, hits mostly activators; note: % of control where 0% means no effect
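Activity was scored as IL-2 release from primary human leukocytes given only a TCR signal (a-CD3 beads) plus compound for 48 hr. Detection used a two-antibody HTRF format read at 665nm.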
USP2a block – inhibitors of human ubiquitin-specific protease USP2a; O75604; USP2 core, Ub-CHOP2 coupled fluorogenic reporter, 485/531; Potency, µM (series often up to 38.3 µM), for inactives: at the highest dose activity change, negative = inhibition, most hits filed as inhibitors; 0.01% of 330,000 active; AID 463254;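 note: potency is the fitted concentration of half-maximal effect; plate controls were DMSO wells for no effect and full inhibition by NEM control for full effect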
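Cell-free coupled assay: 10nM USP2 core preincubated 30min RT with compound in Tris-HCl pH 8.0/CaCl2/CHAPS buffer, then 25nM Ub-CHOP2 and 25nM reporter substrate; fluorescence (Ex 485/Em 531) read after 60min RT, normalized to NEM inhibition, concentration-response curves fitted.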
Eya2 inh – Eya2 (human) phosphatase inhibition; O00167; recombinant Eya2, OMFP fluorescence dephosphorylation (OMFP is methylfluorescein phosphate); Potency, µM (titrated, usually from 76.9 µM), for inactives: top-dose activity, negative = inhibition, actives largely listed as inhibitors; 0.006% of 330,000 active; note: potency is the fitted concentration of half-maximal effect; % is set by controls: 0 for no effect and ±100 for the full control effect
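Eya2 (0.2 uM) preincubated 10 min at ambient with compound, then OMFP substrate added at 50 uM; 10 min reaction in 50 mM HEPES pH 7.5, 50 mM NaCl, 5 uM MgCl2, 0.05% BSA, 1 mM DTT. Fluorescence read at Ex 485/Em 525 nm.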
hERG WT inh – inhibitors of human wildtype KCNH2 potassium channel; Q12809; U2OS, BacMam KCNH2, thallium flux FluxOr; stronger effect = lower value; activity change, % at 1.84 µM; 0.37% of 340,000 active; AID 720551;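 active = maximum activity change below -70%; inconclusive = maximum activity change between -70% and -50%; inactive = maximum activity change above -50%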; note: % is set by controls: 0 for no effect and ±100 for the full control effect
Target sequence (Q12809 whole entry, looked up): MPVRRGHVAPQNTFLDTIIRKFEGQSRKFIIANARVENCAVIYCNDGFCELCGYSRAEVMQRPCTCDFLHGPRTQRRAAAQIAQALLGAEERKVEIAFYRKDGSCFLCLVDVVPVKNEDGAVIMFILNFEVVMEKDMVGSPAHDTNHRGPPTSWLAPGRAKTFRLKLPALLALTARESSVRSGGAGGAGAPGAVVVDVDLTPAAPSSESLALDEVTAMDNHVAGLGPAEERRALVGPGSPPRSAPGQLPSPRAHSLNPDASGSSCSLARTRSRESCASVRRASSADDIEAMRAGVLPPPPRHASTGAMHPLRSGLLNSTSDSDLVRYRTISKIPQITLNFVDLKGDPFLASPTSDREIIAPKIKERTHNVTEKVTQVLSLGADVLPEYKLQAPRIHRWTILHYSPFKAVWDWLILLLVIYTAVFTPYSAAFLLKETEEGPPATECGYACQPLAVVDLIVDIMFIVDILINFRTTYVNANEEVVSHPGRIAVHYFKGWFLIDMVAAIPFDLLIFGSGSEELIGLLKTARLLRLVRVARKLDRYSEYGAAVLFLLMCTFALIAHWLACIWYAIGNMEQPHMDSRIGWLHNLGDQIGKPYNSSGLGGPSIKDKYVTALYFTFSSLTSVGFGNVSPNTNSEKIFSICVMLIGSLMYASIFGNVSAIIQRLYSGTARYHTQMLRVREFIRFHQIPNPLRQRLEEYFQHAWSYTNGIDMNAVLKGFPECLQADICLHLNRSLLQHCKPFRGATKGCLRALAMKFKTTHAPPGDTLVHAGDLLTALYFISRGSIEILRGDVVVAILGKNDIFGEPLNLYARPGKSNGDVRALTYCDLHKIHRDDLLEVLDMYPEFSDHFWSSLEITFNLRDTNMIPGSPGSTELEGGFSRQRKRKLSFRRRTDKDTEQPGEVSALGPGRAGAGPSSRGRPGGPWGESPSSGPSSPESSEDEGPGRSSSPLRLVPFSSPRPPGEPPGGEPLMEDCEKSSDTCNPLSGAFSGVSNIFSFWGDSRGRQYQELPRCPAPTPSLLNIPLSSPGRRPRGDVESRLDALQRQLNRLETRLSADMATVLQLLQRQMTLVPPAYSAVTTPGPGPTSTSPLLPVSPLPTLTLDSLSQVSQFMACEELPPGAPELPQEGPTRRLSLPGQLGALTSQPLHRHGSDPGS
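U2OS cells were transduced with wild-type KCNH2 virus (2.03 x 10^8 / mL) for 4 h at room temperature, then cultured overnight at 37 C. Thallium flux was read with FluxOr dye. Rate constants were normalized to DMSO controls.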
TRPV1 ag – agonists of human vanilloid receptor 1 (TRPV1); Q8NER1; 0.19% of 320,000 active; TRPV1-expressing cells, Fluo-8 calcium influx, agonist mode; activation, % at 8.33 µM; in the data active = activation above about 80%; inconclusive = between about 30% and that limit; note: 0% is about no effect
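Fluo-8 calcium influx in TRPV1-expressing cells, kinetic read (ex 480/em 520 nm). Compound added and read 3 min for agonist activity, followed by capsaicin at EC20 final and 2 min further read for enhancement.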
Active calls of the source: *; ? = inconclusive; . = not tested or not shown; [ ] = another dose, or the depositor's remark. Unless noted, calls come from the whole dose curve; as a rule, active = well fitted curve in the direction sought with a large enough effect; inconclusive = small, poorly fitted or top-dose-only effect, or another doubt; inactive = no such curve, though single readings can be large; an effect the other way counts as inactive or inconclusive. Some of the compounds tested; count on the stated rates, not on these rows.

SMILES	Mito fusion act	ELG1 repair inh	AT treatment	TSHR antag	KCNH2 3.1 inh	TCR act	USP2a block	Eya2 inh	hERG WT inh	TRPV1 ag
Cn1cccc1C(=O)NCCc1ccc(Cl)cc1	7%	?	2%	-4	5	0%	-1%	-4%	3	?
COc1cc(NC(=O)CN2CCC(C)CC2)c(C)cc1[N+](=O)[O-]	-2%	?	-3%	-5	28	2%[46.1 µM]	2%	-8%	1	4
N#CCCn1cc(C(=O)Nc2ccc(C(=O)O)cc2)c(-c2cc3ccccc3o2)n1	1%	17%	-2%	-5	-3	3%	-6%	-10%	1	-2
COCCCNC(=S)NC1CC2CCC(C1)N2Cc1ccccc1 (stereo not drawn)	-8%	7%	9%	4	-9	1%	2%	5%	6	0
O=C(COC(=O)/C=C/c1ccc(S(=O)(=O)N2CCOCC2)cc1)NCc1ccc(Cl)cc1	-10%	8%	-2%	1	5	7%	0%	17%	1	-1
Cc1ccc(C)c(NC(=O)CN(C)C(=O)c2cccc(S(=O)(=O)N3CCCC3)c2)c1	0%	?	16%	-10	-2	-4%	-1%	3%	2	0
CCOC(=O)N1CCN(C(=O)COC(=O)c2ccc(N(C)C)cc2)CC1	.	4%	-6%	-3	14	-3%	0%	7%	-10	.
COc1ccc(-c2nnc(SCc3cccc(C#N)c3)o2)cc1	11%	-6%	0%	-15	-2	5%	3%	7%	-4	12
COc1ccc(C(C)(C)C)cc1NC(=O)CNc1cccc2ccccc12	0%	0%	2%	-10	-24	-2%[46.1 µM]	-3%	5%	26	2
COc1ccccc1C1CC(=O)NC(SCC(=O)Nc2ccccc2)=C1C#N (stereo not drawn)	3%	-24%	-8%	-3	10	0%	-4%	-1%	2	.
O=C(CN1C(=O)c2cccc([N+](=O)[O-])c2C1=O)OCC(=O)N1CCCCC1	1%	?	-4%	5	-4	-7%	1%	19%	0	1
c1ccc2c(SCc3cn4ccccc4n3)nncc2c1	19%	?	5%	30	67	-5%	5%	24%	.	-9
O=C(N1CCOCC1)N(Cc1cccs1)C1CCCC1	7%	0%	1%	-4	-80*	5%	2%	15%	-18	5
Cc1ccc(C(=O)c2c3ccccc3[n+]([O-])n2CCC(N)=O)cc1	2%	21%	4%	0	17	-6%	2%	-5%	9	4
O=C(N/N=C/c1ccncc1)c1cc2c(ccc3ccccc32)o1	6%	-4%	3%	-3	-10	7%	0%	-2%	5	?
Cc1cc(NC(=O)CCC(=O)N(CC(=O)NC2CCCC2)c2ccccc2)no1	-1%	2%	-2%	2	-8	-1%[46.1 µM]	0%	7%	-20	-1
Cc1cc(C(=O)OCC(=O)Nc2sc3c(c2C#N)CCC(C)C3)c2ccccc2n1 (stereo not drawn)	4%	?	4%	18	-6	-3%[46.1 µM]	5%	3%	-5	-4
Cc1c(C(=O)N(C)Cc2ccccc2)oc2c(Cl)cccc12	12%	0%	19%	-8	9	4%	-7%	-2%	4	6
Cc1cccc(NS(=O)(=O)c2ccc(C(=O)NCC(C)(C)N3CCOCC3)cc2)c1C	-1%	-1%	10%	25	.	-2%	-1%	-18%	15	0
Cc1ccc(Cn2ccc(NC(=O)c3cc(C(C)C)on3)n2)cc1	22%	-12%	?	21	5	-2%	1%	12%	-14	.
O=C(CN1C(=O)c2ccccc2C1=O)Nc1ccccc1N1CCOCC1	1%	8%	2%	6	4	6%	15%	6%	-17	-3
O=C(COc1ccccc1F)Nc1ccc(N2CCOCC2)cc1N1CCOCC1	2%	?	-5%	5	-2	-1%	-1%	-1%	-2	?
O=C(CN1CCN(c2ccc(O)cc2)CC1)Nc1ccc(S(=O)(=O)N2CCCC2)cc1	.	?	20%	-10	-3	1%	4%	3%	-3	.
COc1cccc(C(=O)CC(C#N)c2ccc(F)cc2)c1 (stereo not drawn)	3%	2%	12%	1	1	-27%	3%	-3%	-4	3
COC(CNC(=O)C1CCCN1C(=O)OCc1ccccc1)OC (stereo not drawn)	-5%	8%	-4%	10	.	-2%	0%	-9%	-22	24
CC(C)n1c(C(F)(F)F)nc2cc(C(=O)N3CCOCC3)ccc21	-6%	?	-6%	5	-2	-12%	-1%	-27%	0	-3
Cc1ccc(OS(=O)Nc2cccc3nccnc23)cc1 (stereo not drawn)	2%	-14%	-5%	-2	-73*	2%	-1%	2%	-9	-3
CC(/C=C/c1ccco1)=N/NC(=O)c1ccccc1Cl	0%	?	-2%	0	12	0%	1%	-1%	19	0
O=C1N[C@@H](Cc2ccccc2)[C@@H](c2ccco2)O1	-2%	14%	-3%	1	15	-3%	1%	-3%	7	1
CCOC(=O)c1ccccc1NC(=O)/C=C/C(=O)O	-3%	3%	-6%	19	0	9%	5%	4%	-5	-1
COCCN1CC(=O)N(c2cccc(C)c2C)C(c2ccc(Cl)cc2)C1=O (stereo not drawn)	0%	2%	4%	6	7	-2%	-1%	-2%	-6	-1
COc1ccccc1NC(=O)N1CCN(C(=O)Nc2ccccc2OC)CC1	20%	0%	-7%	6	-1	-1%	8%	-7%	-14	0
COC(=O)c1cc(C(=O)c2cc(Cl)ccc2O)coc1=N	-8%	-6%	2%	23	-5	3%	6%	7%	-172*	-2
NC(=S)N/N=C/c1ccc(Br)o1	-7%	1%	-3%	-14	1	-5%	1%	4%	-16	0
O=C(NCc1ccco1)c1ccc(COc2cccc3ccccc23)cc1	4%	-3%	0%	-23	-12	1%[46.1 µM]	2%	-19%	-4	18
COc1ccccc1OCCCN1C(=O)C(=O)c2cccc(C)c21	11%	-9%	-3%	20	12	-2%	-1%	-1%	-10	-9
CCOc1ccc(C(=O)NCCc2ccc3c(c2)OCCO3)cc1	?	5%	1%	2	4	-3%	0%	-1%	-4	-2
CCOC(=O)N1CCC(NC(=O)Cn2cc3c(n2)CCCCC3)CC1	5%	11%	?	10	2	0%	0%	-4%	3	5
CCN(Cc1ccccc1)C(=O)COC(=O)c1cnc(C)cn1	-6%	3%	-2%	2	2	-4%	-2%	-9%	-2	0
CSc1ccc(/C=C(/NC(=O)c2ccco2)C(=O)N2CCOCC2)cc1	0%	4%	2%	0	9	3%	4%	-4%	3	0

Random excerpt: 4 records from the list.
SMILES	Mito fusion act	ELG1 repair inh	AT treatment	TSHR antag	KCNH2 3.1 inh	TCR act	USP2a block	Eya2 inh	hERG WT inh	TRPV1 ag
COCCN1CC(=O)N(c2cccc(C)c2C)C(c2ccc(Cl)cc2)C1=O (stereo not drawn)	0%	2%	4%	6	7	-2%	-1%	-2%	-6	-1
CCOc1ccc(C(=O)NCCc2ccc3c(c2)OCCO3)cc1	?	5%	1%	2	4	-3%	0%	-1%	-4	-2
O=C(CN1C(=O)c2cccc([N+](=O)[O-])c2C1=O)OCC(=O)N1CCCCC1	1%	?	-4%	5	-4	-7%	1%	19%	0	1
NC(=S)N/N=C/c1ccc(Br)o1	-7%	1%	-3%	-14	1	-5%	1%	4%	-16	0

(continued)
SMILES	Mito fusion act	ELG1 repair inh	AT treatment	TSHR antag	KCNH2 3.1 inh	TCR act	USP2a block	Eya2 inh	hERG WT inh	TRPV1 ag
N#Cc1c(N)n(-c2ccc(N)cc2)c2nc3ccccc3nc12	-3%	-4%	-3%	1	4	-1%	1%	0%	-1	.
OCCNc1nc(-c2ccccc2)c2cc(Br)ccc2n1	-17%	-4%	-7%	-4	3	0%	1%	-8%	4	10
C=CCCCCCCCCC(=O)Nc1c[nH]c(=O)[nH]c1=O	-1%	10%	5%	-8	15	3%	2%	1%	-1	7
Cc1ccccc1C(=O)NC1CCN(CC(=O)Nc2ccccc2Cl)CC1	-6%	-8%	4%	7	-1	-8%	3%	7%	3	-1
c1ccc(-c2nnc(N3CCOCC3)c3ccccc23)cc1	-12%	12%	3%	16	-9	1%	2%	-6%	1	0
CC(=O)N/C(=C\c1ccccc1Cl)C(=O)O	-2%	-3%	.	6	-2	1%[46.1 µM]	-1%	6%	-6	-2
COc1ccc(C(=O)NC2(C(F)(F)F)NC(=O)N(CCCc3ccccc3)C2=O)cc1OC (stereo not drawn)	0%	-20%	3%	-2	-2	2%[46.1 µM]	2%	5%	-4	-1
COc1cc(/C=N\Nc2ccc([N+](=O)[O-])cc2)ccc1OCC(=O)Nc1ccc(C)c(C)c1	-4%	?	3%	9	-16	0%	3%	-7%	14	.
C[C@H](NS(=O)(=O)c1ccc(Cl)cc1)C(=O)OCC(=O)N1CCOCC1	.	-9%	12%	53	-20	-1%	-5%	0%	-5	.
O=c1[nH]cnc2onc(-c3ccc(F)cc3)c12	12%	-7%	-5%	0	-3	-6%	1%	10%	-3	2
Cc1cccc(Nc2nnc(SC/C(O)=C(\C#N)c3nc4ccccc4[nH]3)s2)c1C	-9%	-21%	8%	-3	12	4%[46.1 µM]	-2%	6%	-2	-1
